3CLpro inhibitor: SARS-CoV 3CLpro protease inhibition; recombinant SARS-CoV 3CLpro, quenched FRET peptide cleavage; inhibition, % at 6 µM; 290,000 compounds, 0.14% hits; AID 1706; in the data active = inhibition above about 12%
PriA SSB inh: inhibitors of Klebsiella pneumoniae PriA binding to SSB C-terminal tail; AlphaScreen SSBct-PriA binding, biotinylated peptide; inhibition, % at 33 µM; 430,000 compounds, 0.6% hits; in the data active = inhibition mostly above about 37%, no sharp cut-off; inactive = mostly below about 20%;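 note: plate controls were negative control peptide for no effect and reference peptide for full effect; strong numbers were not always called active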
CCHF vOTU inh: blocks the CCHF virus ovarian tumor domain protease; CCHFV vOTU protease, Pep-AMC fluorescence; AID 651958; 370,000 compounds, 0.55% hits; inhibition, % at 11.5 µM; in the data active = inhibition above about 30%; note: 0% = vehicle wells with enzyme and 100% = no enzyme wells
Y pestis TopoI: blocks Yersinia pestis topoisomerase I activity | Y. pestis Topo-I cleavage product accumulation, plate reader | activity, % at 10 µM | 360,000 compounds, 0.064% hits | AID 504884; in the data active = activity above about 50%, passing the limit was not always enough; note: inactives centre near 2
TcdB GH inh: inhibitors of Clostridioides difficile toxin B glycohydrolase | inhibition, % at 9.99 µM | P18177 | 350,000 compounds, 0.24% hits | TcdB glycohydrolase enzymatic assay, plate reader; in the data active = inhibition above about 10%
MazEF act: activators of E. coli MazEF toxin-antitoxin RNase; 350,000 compounds, 0.32% hits; activation, % at 20 µM; P0AE70; FAM/BHQ RNA-DNA oligo cleavage fluorescence, 5 h; in the data active = activation above about 50%
Target sequence (P0AE70 whole entry, looked up): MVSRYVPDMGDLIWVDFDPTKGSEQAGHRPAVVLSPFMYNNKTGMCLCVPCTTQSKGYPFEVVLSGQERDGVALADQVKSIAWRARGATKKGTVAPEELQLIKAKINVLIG
Rv3671c inh: Rv3671c (M. tuberculosis) protease inhibition; P9WHR9; inhibition, % at 5.96 µM; 320,000 compounds, 0.048% hits; in the data active = inhibition above about 38%;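 note: extracellular domain of Rv3671c used as enzyme; 0% = enzyme with DMSO and 100% = no enzyme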
Target sequence (P9WHR9 whole entry, looked up, the tested form may be a part): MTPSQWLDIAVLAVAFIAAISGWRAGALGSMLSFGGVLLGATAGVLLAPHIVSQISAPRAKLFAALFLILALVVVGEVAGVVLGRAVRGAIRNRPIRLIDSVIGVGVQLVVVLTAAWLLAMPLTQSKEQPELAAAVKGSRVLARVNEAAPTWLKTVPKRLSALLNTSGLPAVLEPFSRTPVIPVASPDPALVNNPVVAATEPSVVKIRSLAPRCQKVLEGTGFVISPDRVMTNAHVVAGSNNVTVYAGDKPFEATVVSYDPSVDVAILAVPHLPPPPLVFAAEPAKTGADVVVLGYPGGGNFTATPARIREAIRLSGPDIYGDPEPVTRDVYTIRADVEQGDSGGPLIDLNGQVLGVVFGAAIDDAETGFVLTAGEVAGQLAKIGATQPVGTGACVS
PrPC surface inh: cell surface PrPC inhibition, primary TR-FRET screen. P04156. TR-FRET read-out. inhibition, % at 13.8 µM. 370,000 compounds, 0.43% hits. AID 720596; in the data active = inhibition above about 24%; note: 0% = median of the test wells and 100% = reference compound wells
Vc quorum ag: quorum light induction in luxS cqsA deficient V. cholerae; V. cholerae BH1578 lux reporter, luminescence, 6 h; activation, % at 18.7 µM; 350,000 compounds, 0.16% hits; in the data active = activation mostly above about 9.7%, no sharp cut-off; note: not every result past the cut was called active; inactives centre near 0; reference of the scale not given here
DUSP3 inh: blocks human VHR1 dual specificity phosphatase; 290,000 compounds, 0.52% hits; recombinant VHR phosphatase, pNPP absorbance; inhibition, % at 13.3 µM; P51452; in the data active = inhibition above about 50%; note: some compounds called inactive have numbers as strong as hits
Target sequence (P51452 whole entry, looked up): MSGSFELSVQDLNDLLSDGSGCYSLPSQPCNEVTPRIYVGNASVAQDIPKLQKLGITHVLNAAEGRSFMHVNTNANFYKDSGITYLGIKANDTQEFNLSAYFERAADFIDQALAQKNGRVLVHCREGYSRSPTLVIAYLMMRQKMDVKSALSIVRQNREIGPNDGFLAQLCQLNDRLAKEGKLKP
Active calls of the source: *; i = inactive; nt = no result given; & = joins results of further samples. The list is partial. The share of hits here may be higher or lower than overall.

compound,TcdB GH inh,PrPC surface inh,3CLpro inhibitor,DUSP3 inh,Y pestis TopoI,Rv3671c inh,Vc quorum ag,MazEF act,CCHF vOTU inh,PriA SSB inh
COC(=O)c1c(NC(=O)C2(C)Cc3ccccc3C(=O)O2)sc2c1CCCC2 (stereo unspecified),0.5,-2,3,4,0,-21,-0.2,-10,4,-6&-4
CC1(C)CC(=O)C(C=NCCN2CCN(CC(=O)Nc3ccccc3)CC2)=C(O)C1,nt,7,4,-3,1,4,i,3,6,-6
CCOC(=O)c1cc2c(=O)n3ccccc3nc2n(C(C)C)c1=NC(=O)c1ccco1,0.7,-17,4,8,-3,-8,i,4,-144,-8
COc1cc(S(=O)(=O)NC2CCCCC2)ccc1Cl,nt,-1,-9,16,-4,-6,-0.5,1,4,-9
Cc1cccc(OCC(=O)N2CCc3ccccc3C2)c1C,1.0,9,nt,nt,20,nt,-4.8,2,7,nt
O=C(NC1CC1)C1CC(=O)N(c2cccc(Cl)c2Cl)C1 (stereo unspecified),2.4,7,3,-3,16,-2,i,2,-19,-13
CCOC(=O)Nc1sc2c(c1C#N)CCC(C)C2 (stereo unspecified),nt,nt,-1,34,-3,9,0.4,2,nt,-8
COc1ccc(S(=O)(=O)/N=C2\C=C(Nc3ccc(O)cc3)C(=O)c3ccccc32)cc1,4.7,56*,6,15,-32,-161,i,5,110*,nt
C/C(=N\Nc1nccnc1Cl)c1ccc(Br)cc1,0.2,-2,1,18,2,nt,0.9,7,13,nt
CC(=O)Nc1ccc(C(=O)NNC(=O)CCc2ccccc2)cc1,nt,0,4,13,-3,1,-0.2,-3,-5,-31
O=C(NCc1ccccc1Cl)C1CCC(=O)N(C2CC2)C1 (stereo unspecified),0.7,1,-4,38,8,2,i,10,7,2
Cc1ccc(N(CCC#N)C(=O)COC(=O)C2=COCCO2)cc1,-2.2,3,nt,nt,2,4,-1.1,7,-5,9
COc1cc(OC)cc(-c2c(-c3cccs3)c3cc(-c4ccc(OC)c(OC)c4)ccc3n2C)c1,0.6,1,nt,nt,-1,3,i,-13,-4,38
Nc1ccc2c(c1)C(=O)c1cc(Cl)c(Cl)cc1-2,1.2,-3,nt,nt,-3,nt,-0.9,-7,4,5
CC(C)NS(=O)(=O)c1ccc(CCC(=O)N2CCCCC2)cc1,0.5,2,-2,12,4,-10,-0.3,4,-4,-10
[O-][n+]1onc2c1CCc1c-2nn(-c2ccccc2Cl)[n+]1[O-],1.0,-38,3,10,-6,5,-7.1,2,-12,-16
CCOc1nc(S(=O)(=O)c2ccc(C)cc2)c(Cl)s1,nt,8,-5,10,-3,-7,i,8,-5,-27&-9
COc1ccc(CCNC(=O)COC(=O)/C=C/c2ccc(OC)c(OC)c2)cc1,0.7,-2,-3,24,-7,-4,i,6,3,0
CCN1CCC(C(N)=O)CC1,nt,2,1,-29,8,6,-3.8,11,-4,-17
O=C(CNC(=O)N1CC(=O)Nc2ccccc21)NCc1ccc(Cl)cc1,-0.3,-7,8,10,1,-1,i,11,13,-5

Compound profiles, as listed above. Order of values: TcdB GH inh	PrPC surface inh	3CLpro inhibitor	DUSP3 inh	Y pestis TopoI	Rv3671c inh	Vc quorum ag	MazEF act	CCHF vOTU inh	PriA SSB inh
CC1(C)CC(=O)C(C=NCCN2CCN(CC(=O)Nc3ccccc3)CC2)=C(O)C1 across the screens: nt	7	4	-3	1	4	i	3	6	-6
COc1ccc(S(=O)(=O)/N=C2\C=C(Nc3ccc(O)cc3)C(=O)c3ccccc32)cc1 across the screens: 4.7	56*	6	15	-32	-161	i	5	110*	nt
O=C(NCc1ccccc1Cl)C1CCC(=O)N(C2CC2)C1 (stereo unspecified) across the screens: 0.7	1	-4	38	8	2	i	10	7	2

The listing continues.
compound,TcdB GH inh,PrPC surface inh,3CLpro inhibitor,DUSP3 inh,Y pestis TopoI,Rv3671c inh,Vc quorum ag,MazEF act,CCHF vOTU inh,PriA SSB inh
Cc1cc(=O)n2nc(N3CCCC(C(=O)NCc4ccccc4)C3)sc2n1 (stereo unspecified),0.3,-5,-4,-14,2,-3,-0.2,12,7,-4
Cc1ccc(CNc2nc(N)c([N+](=O)[O-])c(Nc3ccc(F)cc3)n2)cc1,nt,2,2,30,8,9,i,-17,2,-4
CCCC(=O)c1cc(F)c(N2CCOCC2)cc1C,nt,9,0,15,3,5,-7.7,16,-9,-8
CCOC(=O)c1ccc(NC(=O)CCS(=O)(=O)c2cccc3nonc23)cc1,4.0,-24,3,-1,0,4,-0.3,7,-5,-2
COc1ccc(OC)c(NC(=O)Nc2nnc(N3CCCCC3C)s2)c1 (stereo unspecified),0.8,2,5,2,7,4,-0.3,20,3,20
COc1cc2c3c(cccc3c1)C(=O)N(CCN1CCCC1)C2=O,0.6,-26,nt,nt,-24,nt,i,11,-101,nt
Cc1cc(=O)oc(C)c1C(=O)NC1CCCCCCC1,0.4,0,6,21,-7,-4,-3.1,10,1,-5
CC(=O)c1sc(NC(=O)c2cccnc2Cl)nc1C,1.4,-6,-1,18,1,-3,-0.2,-5,4,-8
Cc1ccc2oc(=O)c3cnn(CC(=O)N4CCN(c5ccccc5)CC4)c3c2c1,-0.1,-6,-2,15,1,4,1.3,14,7,7
COc1ccc(NC(=O)c2nc(C)c(C3(C)CC(c4cccnc4)=NO3)s2)cc1 (stereo unspecified),-1.9,16,nt,15,22,-6,i,4,6,9
COc1ccc(S(=O)(=O)NCc2cccnc2)cc1NC(=O)c1ccccc1C,-0.9,-2,nt,nt,-1,nt,-0.8,-2,-7,0
O=C(O)CCCCCNS(=O)(=O)c1ccc(Cl)cc1,1.4,-11,3,13,-15,-6,-0.5,0,-2,-9
COc1ccc(CNC(=O)c2ccccc2SCC(=O)N2CCCC2)cc1OC,1.7,1,nt,nt,12,-1,i,-16,0,-11
COc1cccc(C2N(c3cccc(Cl)c3)C(=O)C3CCCN32)c1 (stereo unspecified),0.3,5,2,25,7,10,-0.1,11,-6,-8
CC1CCC(NCc2ccco2)CC1 (stereo unspecified),nt,9,5,23,6,0,i,6,-3,-19
CCN(CC)S(=O)(=O)c1cccc(N2CC(O)=C(c3ccccc3)C2=N)c1,1.2,0,-1,9,-3,-2,-0.3,-3,-13,3
CC(=O)N1CCN(c2ccc(NCc3cccs3)cc2)CC1,nt,-4,0,0,1,-11,1.4,3,3,3
Cc1c(C(=O)NCc2cccnc2)oc2ccccc12,nt,6,-4,8,-5,-2,i,3,1,-8
[O-][n+]1ccc(CC(O)(C(F)(F)F)C(F)(F)F)cc1,0.0,-9,nt,nt,-5,nt,i,3,3,nt
Cn1c(=O)c2c(nc(CN3CCC(Cc4ccccc4)CC3)n2CCN2CCOCC2)n(C)c1=O,nt,1,3,21,31,nt,i,-2,8,-14
Cc1ccc(C(=O)C(C)OC(=O)Cn2[nH]c(=O)c3ccccc3c2=O)cc1 (stereo unspecified),1.4,6,-3,29,5,7,-3.2,2,24,2
CCc1ccc(OCCCC(=O)Nc2ccc(N3CCOCC3)cc2)cc1,-0.6,5,0,30,-6,2,i,3,-4,-7
CCn1c2ccccc2c2cc(NC(=O)CNC)ccc21,0.7,10,3,10,-10,3,-2.2,14,-23,-3
CC(C)CN(C(=O)COC(=O)Cn1cnc2ccccc2c1=O)C1CCS(=O)(=O)C1 (stereo unspecified),nt,3,0,0,2,-10,i,-18,-8,-3
Clc1ccc(Cl)c(-c2ccc(/C=N/c3ncn[nH]3)o2)c1,nt,0,-3,11,3,6,i,3,-10,nt
O=C(Nc1ccccc1Oc1ccsc1C(=O)O)c1ccccc1,4.8,4,1,22,4,-10,i,-2,-15,-6
CCn1c(COc2cccc3ccccc23)nnc1SCC(N)=O,nt,5,3,-2,13,-3,-0.3,6,3,-10
CC(=O)Nc1cc2nn(-c3ccccc3)nc2cc1C,2.0,-21,-3,-17,2,6,-0.8,11,-36,-11
O=c1c(C=NCCCO)c(-c2ccccc2)[nH]n1-c1nc2ccccc2s1,3.8,-15,4,11,2,0,i,6,7,0
COC(=O)c1c(C)nc(C)c(C(=O)OC)c1-c1cccs1,-0.2,-2,2,-21,-1,-3,i,2,11,-8
CC(=O)NC(Cc1c[nH]c2ccccc12)C(=O)OCC(=O)Nc1cc(C)on1 (stereo unspecified),nt,0,0,5,-1,2,-0.2,7,2,-17
Cc1ccc(CCC2C3=C(CCCC3=O)OC3=C2C(=O)CCC3)cc1,4.9,-11,-2,-11,-8,-1,0.2,-9,13,-7
N#Cc1nc(COc2ccc(Cl)cc2)oc1NCc1ccc2c(c1)OCO2,nt,-1,4,25,25,-7,nt,0,4,-5
O=c1oc2ccccc2c(O)c1[C@H]1c2ccc(O)cc2Oc2c1c(=O)oc1ccccc21,0.2,41*,7,16,-6,9,-0.2,-10,19,-4
COC(=O)C1=C(C(=O)OC)[C@@H]2N(C)c3ccccc3[C@@]23C[C@@H](C(=O)OC)N(C(=O)CC(C)C)C3=N1,-0.1,10,nt,19,14,-3,-0.4,3,12,13
CC(=O)N1CCCc2cc(S(=O)(=O)N3CCCC(C(=O)NCc4ccccc4)C3)ccc21 (stereo unspecified),1.3,11,-2,39,8,-12,i,13,-15,0
O=C(N/N=C\C=C\c1ccc([N+](=O)[O-])o1)c1cccs1,0.8,-10,1,44,-1,nt,-0.4,3,19,nt
COc1cccc(C(C)(O)c2nc(-c3ccc(Cl)cc3)cs2)c1 (stereo unspecified),0.4,-5,nt,nt,4,nt,i,nt,-1,nt
Oc1ccccc1N=Cc1c(O)ccc2oc3c(c12)CCCC3,-1.4,-6,2,9,-5,8,-0.2,12,-2,-6
O=C(NC1CCN(C(=O)C2CCCCC2)CC1)c1ccccc1,0.4,-13,3,32,0,0,0.3,-3,-3,1
Cc1ccc(-n2c(C)c([N+](=O)[O-])c3ccc(O)cc32)cc1,0.6,-16,3,8,nt,-10,nt,nt,8,nt
CC1=C(C(N)=O)C(c2ccco2)C(C(N)=O)=C(C)N1,nt,-6,-1,-7,1,-1,-0.6,8,-1,-9
Cc1ccccc1-n1ncc2c1CC(C)(C)CC2NC(=O)c1cn[nH]c1C (stereo unspecified),0.2,4,-4,15,3,5,-0.5,4,14,-11
Cc1cc(C)c2c(n1)sc1c(=O)n(-c3ccccc3)c(=O)[nH]c12,nt,1,0,2,-10,-10,i,2,-35,11
CCC(=O)N1CCN(c2ccccc2NC(=O)COc2ccc(C(C)C)cc2)CC1,-0.8,10,0,-11,23,1,nt,-1,-3,-5
COc1ccccc1CNC(=O)[C@H](C)NC(=O)C1CCN(C(=O)[C@H](CCSC)NC(=O)OC(C)(C)C)CC1,-0.1,1,0,4,12,1,-0.6,-3,-2,-7
Cc1ccc(NC(=O)C2CCN(c3nc(C)cc(C)n3)CC2)cc1,1.0,10,4,23,1,4,-0.9,-4,-1,6
COc1ccc(OC)c(CCNC(=O)Cn2cccc2C(=O)c2ccccc2)c1,1.2,-1,-3,7,17,-1,-2.1,-21,6,-3
O=C(O)c1cc2ccccc2cc1Nc1ccccc1,-0.1,-4,9,5,-9,-2,-0.6,3,-2,-2
COc1cc(CC2COC(=O)C2(O)Cc2ccc(O)c(OC)c2)ccc1O (stereo unspecified),0.9,6,nt,18,-5,-4,-0.6,16,-6,-10
CCOC(=O)C1CCN(CCCSc2ccc(C)cc2)CC1,-0.4,8,-3,nt,-9,-5,i,6,-6,-2
O=C(c1ccccc1NS(=O)(=O)c1cccc(C(F)(F)F)c1)N1CCc2ccccc21,-0.4,-3,-1,-1,22,-5,i,-2,-3,-22
Cc1ccc(C2C3=C(CCCC3=O)Nc3[nH]c(=S)[nH]c(=O)c32)cc1 (stereo unspecified),nt,-3,3,19,2,-6,nt,2,5,-14
COc1ccc(C(=O)CSc2nncn2C)cc1,nt,-6,0,21,3,10,i,0,4,-10
COc1ccccc1C(=O)COC(=O)c1nc(Cl)ccc1Cl,0.4,-1,nt,nt,14,3,i,-5,-8,-25
